# Assay outcomes as filed in PubChem.
# b-catenin transl = alters nuclear translocation of beta-catenin in HeLa cells | immunofluorescence imaging | nuclear translocation activity, % at 5 µM | 190,000 tested, 0.3% active | AID 1665;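 active = nuclear translocation activity above 50% at 5 µM, with a well cell count of 50 or more; inconclusive = wells under 50 cells across six images, flagged as toxic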;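 also: per-cell ratio of nuclear to cytoplasmic median beta-catenin stain intensity; plate controls were DMSO negative control for no effect and GSK-3 inhibitor IX positive control for full effect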
#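 Technique: fluorescence imaging of beta-catenin antibody stain plus DAPI / Material: human HeLa cell line / Incubation: compound treatment 24 h, 37°C, 5% CO2 / Read-out basis: % activation of per-cell nuclear versus cytoplasmic median beta-catenin signal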
# WT yeast gro inh = growth inhibition of WT yeast, mitochondrial fusion screen; 190,000 tested, 2.1% active; mitochondrial fusion phenotypic screen, WT strain; inhibition, % at 10 µM; in the data active = inhibition above about 58%; tested in S. cerevisiae
# Autophagy mod = autophagy modulation, high-content screen; 190,000 tested, 0.98% active; MEF GFP-LC3 puncta imaging; test concentration mostly 10 µM; AID 463193; calls only at 10 µM (by protocol);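 active = percentage of spot-positive cells more than 3 SD above its plate mean, without a fluorescence outlier flag or 80% toxicity; inconclusive = no clear call, values can overlap the other calls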;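 also: spot-positive cell cutoff set from DMSO-treated cells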
# Lipid droplet = modulators of hepatic lipid droplet formation; AID 1656; 240,000 tested, 0.4% active; inhibition, % at 6.5 µM; AML12 mouse hepatocytes, oleate lipid droplets, BODIPY imaging;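 active = lipid droplet intensity inhibited by at least 50%, with more than 500 cells counted; inconclusive = wells with under 300 cells, treated as cytotoxic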
#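 Material – mouse AML12 hepatocyte cell line, fixed after treatment · Compound dosing – one dose, 6.5 µM compound · Times – compound with oleate, overnight · Measured by – Image-based BODIPY and DAPI two-channel analysis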
# MT stabilize HCS = microtubule stabilization, imaging screen | HeLa tubulin immunostaining HCS, 24 h; share of cells brighter than vehicle mean+2SD | % tubulin-high responders, % at 10 µM | 200,000 tested, 0.83% active;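 active = plate Z-score above 3 for both tubulin-high and condensed-nucleus cell shares, with cell loss under 80%, at 10 µM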;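 also: anti alpha tubulin signal scored within the nucleus-defined area of each cell; some results filed as inactive read as strong as hits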
# Insulin prom up = MIN6 insulin promoter up-regulation | MIN6 insulin promoter-GFP reporter, high-content imaging; stronger effect = higher value | 190,000 tested, 0.3% active | z-score at 5 µM;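 active = z-score above 3 at 5 µM with at least 500 cells counted in the well; inconclusive = wells under 500 cells, flagged as cytotoxic or low count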
# NOD2 inhibition = NOD2 signaling inhibitors, cell-based, luminescence, uHTS, HEK293 (AID 1566). HEK293 NOD2/NF-kB luciferase reporter, luminescence; higher % means a stronger effect. inhibition, % at 4 µM, or EC50 in µM where a hit was titrated. 290,000 tested, 0.63% active; in the data active = inhibition above about 50%; also: many of its hits are not listed in these tables
# Yfh1-off respiration = mitochondrial function rescue without frataxin homolog – Friedreich's ataxia, plus single-dose screen, dose response (AID 1465). S. cerevisiae Yfh1-off respiration, WST-1 reduction, 72 h; higher fold induction means a stronger effect. fold induction at 50 µM, or EC50 in µM where a hit was titrated. 220,000 tested, 0.074% active;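 active = fold induction of absorbance versus untreated yeast above a set limit, then at least 30% activation at any dose in follow-up; inconclusive = repeats straddling the limit, or above it without dose testing; inactive = fold induction below the set limit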;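 also: activators that raise dye reduction in frataxin-depleted yeast; strong numbers were not always called active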
# Dynein cargo inh = dynein cargo transport inhibition; 220,000 tested, 0.47% active; AID 1381; z-score, hits read low; 3617.4 mouse cells, GR-EGFP nuclear translocation imaging; test concentration mostly 20 µM; stimulated with dexamethasone, 1 µM; stronger effect = lower value;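 active = plate z-score of nuclear minus cytoplasmic receptor signal below a set negative limit, without overly bright fluorescence or cell loss, cut at about -3.5 in these data, passing the limit was not always enough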;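 also: z-score of nuclear minus cytoplasmic ring GR-EGFP intensity difference per well; some compounds called inactive have numbers as strong as hits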
#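 Schedule: 48 h induction, then 1 h compound, then 30 min agonist, 37 °C. Buffer or medium: tetracycline-free induction medium containing charcoal-stripped FBS. Reagent: 1.0 µM final dexamethasone stimulus. Evaluation: nuclear versus cytoplasmic GR-EGFP signal, averaged per well. Signal: high-content fluorescence imaging after fixation.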
# WT yeast gro inh mutant strain = further read-out of WT yeast gro inh, marked with its call; inhibition, %; mitochondrial fusion phenotypic screen, mutant strain inhibition
# Dynein cargo inh cytoplasmic EGFP = further read-out of Dynein cargo inh, marked with its call; z-score; measured here: cytoplasmic GR-EGFP intensity; stronger effect = higher value
# Dynein cargo inh nuclear GR-EGFP = recorded beside Dynein cargo inh, whose call it bears; z-score; measured here: nuclear GR-EGFP intensity;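 lower value marks the stronger effect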
# Dynein cargo inh cell count = recorded beside Dynein cargo inh, whose call it bears; z-score; measured here: cell count per field
# Insulin prom up cell count = also measured in Insulin prom up; calls as there; cell count; measured here: cytotoxicity, nuclei count;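 total cells summed across four imaged fields per well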
# Lipid droplet cells 6.5 µM = further read-out of Lipid droplet, marked with its call; cell count; measured here: cell count, cytotoxicity flag;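 cells counted across two imaged fields per well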
# b-catenin transl cell count 5 µM = also measured in b-catenin transl; calls as there; cell count; measured here: cell count, cytotoxicity flag
# MT stabilize HCS Hoechst-high % = further read-out of MT stabilize HCS, marked with its call; % Hoechst-high responders; measured here: nuclear condensation Hoechst responders;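 share of cells brighter than vehicle mean plus two SD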
# MT stabilize HCS cytotoxicity % = also measured in MT stabilize HCS; calls as there; toxicity, %; measured here: cytotoxicity by cell density;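 0% = mean cell density of plate MIN control wells and 100% = no cells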
# Autophagy mod cell loss 18 h = second read-out of Autophagy mod, no call of its own (marks repeat the call); toxicity, %; measured here: cell loss, nuclei count;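 cell loss after 18 h compound exposure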
# * = called active by the depositor; i = inactive; u = inconclusive; x = no result given. An excerpt. The share of hits here may be higher or lower than overall.
canonical_smiles	b-catenin transl cell count 5 µM	Yfh1-off respiration	MT stabilize HCS cytotoxicity %	WT yeast gro inh mutant strain	Dynein cargo inh nuclear GR-EGFP	Insulin prom up	MT stabilize HCS	NOD2 inhibition	b-catenin transl	Insulin prom up cell count	Dynein cargo inh cell count	Autophagy mod cell loss 18 h	Lipid droplet	Autophagy mod	Dynein cargo inh	WT yeast gro inh	Dynein cargo inh cytoplasmic EGFP	Lipid droplet cells 6.5 µM	MT stabilize HCS Hoechst-high %
CCn1c(SCC(=O)Nc2ccccc2-c2ccccc2)nnc1-c1ccoc1C	933	x	7.6	7	0.51	-0.4	3.9	14%	-7.2	1168	0.58	-6	x	i	0.53	8	-0.19	x	3.0
COc1ccccc1OCCNC(=O)Cc1ccc(Cl)c(Cl)c1	1103	i	4.3	13	-0.44	-1.1	2.4	20%	1.2	1232	0.11	10	10	i	-0.59	10	-0.25	764	1.3
O=C(OC(C(=O)NCc1cccs1)c1ccc(F)cc1)c1ccco1 (stereo not drawn)	1235	i	5.6	13	0.14	1.7	1.9	5%	-6.1	1207	-0.33	-6	8	i	0.27	29	-0.14	780	1.3
COc1cc([N+](=O)[O-])cc(/C=N/NC(=O)CSc2ccccn2)c1O	1300	u	x	x	0.48	-0.07	x	20%	-0.5	1087	0.021	x	-15	x	-0.66	x	-0.24	825	x
NC(=O)Cn1c(=O)n(Cc2ccco2)c(=O)c2c3c(sc21)CCCCC3	x	i	9.6	-2	-0.92	x	3.1	22%	x	x	-0.097	-7	x	i	-0.6	-2	-0.2	x	1.8
O=C(Nc1cccc(S(=O)(=O)NC2=NCCCCC2)c1)c1cc(-c2ccccc2Cl)nc2ccccc12	943	i	0.6	-15	0.42	x	4.0	10%	-0.1	x	0.26	-3	0	i	-0.53	-6	-0.24	631	2.7
O=C(CSc1ccccc1)NCCCN1CCOCC1	1178	i	5.2	-1	-0.16	0.55	4.6	-3%	-2.6	1196	0.57	17	x	i	-0.87	-12	-0.18	x	2.3
CCOc1ccc(NC(=O)Nc2cc(OCC(F)(F)F)cc(OCC(F)(F)F)c2)cc1	1111	i	0.7	0	-0.33	1.8	5.1	-6%	-1.0	1351	0.89	-9	-6	i	-0.16	4	-0.33	514	3.5

# Only Autophagy mod cell loss 18 h and b-catenin transl cell count 5 µM (2 entries from above):
SMILES	Autophagy mod cell loss 18 h	b-catenin transl cell count 5 µM
O=C(CSc1ccccc1)NCCCN1CCOCC1	17	1178
O=C(OC(C(=O)NCc1cccs1)c1ccc(F)cc1)c1ccco1 (stereo not drawn)	-6	1235

# More structures
canonical_smiles	b-catenin transl cell count 5 µM	Yfh1-off respiration	MT stabilize HCS cytotoxicity %	WT yeast gro inh mutant strain	Dynein cargo inh nuclear GR-EGFP	Insulin prom up	MT stabilize HCS	NOD2 inhibition	b-catenin transl	Insulin prom up cell count	Dynein cargo inh cell count	Autophagy mod cell loss 18 h	Lipid droplet	Autophagy mod	Dynein cargo inh	WT yeast gro inh	Dynein cargo inh cytoplasmic EGFP	Lipid droplet cells 6.5 µM	MT stabilize HCS Hoechst-high %
Cc1ccc(OCCn2c(C)c(/C=N/n3cnnc3)c3ccccc32)cc1	952	i	100	6	1.7	-1.4	i	9%	-1.2	1248	-1.7	0	x	i	3.7	13	0.062	x	x
O=C(CN1CCN(S(=O)(=O)/C=C/c2ccccc2)CC1)NC(=O)NCc1ccco1	979	i	2.6	13	0.27	-0.15	2.2	14%	-6.6	1274	0.64	11	x	i	0.13	20	-0.18	x	2.1
CCOC(=O)C1(CCOc2ccccc2)CCN(Cc2cccn2-c2ncccn2)CC1	1011	i	3.7	3	-0.16	-0.54	3.2	-22%	0.3	1385	0.62	13	3	i	-0.48	9	0.47	693	3.0
COC(=O)c1sccc1NC(=O)c1ccc(C)s1	567	i	5.6	16	-0.33	x	3.8	6%	-4.8	x	0.42	-3	-18	i	-0.44	19	-0.051	705	2.3
O=C(CN(CC1CCCO1)C(=O)c1nsc(Cl)c1Cl)NC1CCCC1 (stereo not drawn)	975	i	4.2	6	0.42	-0.18	3.1	-16%	-0.4	1661	0.35	14	-1	i	1.1	-14	-0.34	723	2.5
OCCC1CN(Cc2ccccc2OC2CCCC2)CCN1Cc1ccsc1 (stereo not drawn)	981	i	6.9	2	-0.57	-0.14	1.9	6%	2.0	1448	1.1	24	-20	i	-0.81	13	-0.26	682	1.5
O=C(CCNS(=O)(=O)c1cccc2nonc12)NCc1cccs1	981	i	0.1	-12	-0.013	-0.38	3.9	-11%	0.9	1239	0.24	-5	1	i	-0.64	2	-0.22	760	3.6
O=C(Nc1ccccc1SCC1CSc2nc3ccccc3c(=O)n21)c1cccc(Cl)c1 (stereo not drawn)	1021	i	3.7	17	-0.45	-0.97	1.4	-20%	10	1955	0.27	0	22	i	-0.26	14	-0.21	628	0.7
O=C(CSc1ncnc2sccc12)Nc1ccccc1F	1134	i	1.1	11	0.26	-0.04	3.4	2%	-0.9	1169	0.12	-5	-9	i	0.079	-18	-0.29	726	1.8
CC(C)(C)c1cc2cccnc2n1Cc1cccc(Cl)c1	1013	i	8.5	16	-0.75	-0.82	1.7	-17%	0.3	1168	0.66	4	4	i	-0.47	15	-0.22	638	1.1
COc1ccc(CNC(=S)Nc2ccc(F)c(Cl)c2)cc1OC	1084	i	8.2	13	-0.11	-0.94	1.5	3%	-3.1	1478	0.29	18	1	i	-0.22	10	-0.23	646	1.3
CC(=O)c1c(C)[nH]c(C(=O)OCCCCN2C(=O)c3ccccc3C2=O)c1C	1416	i	7.4	4	-0.18	u	1.4	24%	-1.9	x	0.64	47	x	i	-0.72	1	-0.23	x	1.3
CCOC1(OCC)N=C(N)C2(C#N)C(c3cccc(C)c3)C12C#N (stereo not drawn)	1333	i	1.0	8	-1.1	-0.8	2.1	10%	-1.8	1499	0.51	1	x	i	-0.93	3	-0.26	x	2.2
CC(=O)c1c(N2CCC(C(N)=O)CC2)nc(=S)n(-c2ccccc2)c1C	1381	i	9.1	10	-0.74	0.02	1.8	18%	-0.4	1673	-0.31	3	x	i	-0.31	4	0.016	x	1.7
COc1ccc(NC(=O)c2ccc([N+](=O)[O-])s2)c([N+](=O)[O-])c1	991	i	0.7	3	1.4	-0.3	1.4	9%	1.6	980	-2	39	1	i	2	-6	-0.12	685	1.0
COc1ccc(C2CCCN2C(=O)Nc2ccc(C)c(C)c2)cc1OC (stereo not drawn)	x	i	3.5	-5	-0.23	-0.33	2.2	13%	x	995	-0.099	-4	x	i	-0.55	5	-0.19	x	3.9
OC(COCCOc1ccc(Br)cc1)CN1CCCCC1 (stereo not drawn)	956	i	2.1	-17	0.28	0.07	3.2	-18%	0.0	1260	-1.1	-11	-19	i	0.78	3	-0.22	662	1.6
Cc1cccc(-n2c(O)c(C=Nc3cc(O)ccc3C)c3ccccc3c2=O)n1	1021	i	9.4	-7	-0.25	0.55	3.2	-5%	0.7	1246	-0.58	-16	13	i	0.31	0	0.52	737	3.0
Oc1nc(-c2ccc(Cl)cc2)n2ccncc12	1048	i	3.8	-2	1.4	-0.6	2.8	17%	-2.3	1667	-0.54	21	1	i	1.5	1	-0.06	429	1.5
CCOc1ccc(C)cc1S(=O)(=O)Nc1ccc(Cl)cn1	1211	i	3.1	x	0.84	-0.29	2.5	2%	-2.4	925	-1	1	-14	i	1.4	x	-0.18	766	1.3
CC(=O)Nc1ccc(C(=O)/C=C/c2ccco2)cc1	1039	i	7.4	-21	-0.62	-0.38	3.6	3%	3.8	1510	-0.34	2	5	i	-0.92	-16	-0.13	667	2.2
COCCN(C(=O)C(F)(F)F)C(C(=O)NC1CCCCC1)c1ccco1 (stereo not drawn)	x	i	6.2	0	0.04	0.61	5.7	14%	x	1133	0.21	-6	x	i	-0.34	4	-0.12	x	3.3
CC1=CSC2=NC(=O)/C(=C\c3cccn3-c3ccccc3)C(=N)N12	500	i	1.7	13	0.15	0.43	2.3	24%	-0.7	1268	-1.3	17	-2	i	1.2	5	0.11	666	2.4
Cc1[nH]n(-c2ccc([N+](=O)[O-])cc2)c(=O)c1C=NCCc1c(C)[nH]c2ccccc12	1095	i	10	12	0.19	0.04	1.6	-30%	-1.3	1420	-0.87	7	-3	i	0.17	30	-0.2	606	3.6
COc1cccc(-c2ccc(=O)n(CC(=O)Nc3ccc(C(=O)N4CCCC4)cc3)n2)c1	1194	i	8.1	-4	0.23	x	1.3	4%	-7.1	x	-0.066	5	41	i	-0.19	-1	0.082	753	1.0
CCOCCCNC(=O)C(c1ccc(OC)cc1)N(Cc1cccs1)C(=O)c1ccccn1 (stereo not drawn)	1064	i	1.5	13	1.3	-0.11	6.9	12%	0.2	1159	-1.2	5	26	i	2.7	24	-0.15	658	0.6
Cc1ccc(CN2CCSc3ccc(C(=O)NCc4ccccn4)cc32)cc1	1061	i	6.7	-10	0.22	0.01	1.4	3%	-2.0	1180	-0.27	-3	1	i	0.061	38	-0.25	696	1.6
